RXFP1 antag: RXFP1 (human) relaxin receptor antagonism. Q9HBX9. activity change, negative = inhibition, % at 57.5 µM. hit rate 0.59% among 350,000. HEK293-RXFP1, relaxin-stimulated cAMP HTRF, 30 min; active compounds read low. AID 1259400;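 active = activity change of -60% or lower, but not beyond a set lower limit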; note: % is set by controls: 0 for no effect and ±100 for the full control effect
D2 PAM: positively modulates the human D2 dopamine receptor allosterically; AID 485347; HEK293 T-REx D2, calcium flux, EC20 dopamine potentiation; potentiation, % at 10 µM; P14416; hit rate 0.34% among 340,000;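 active = potentiation over 3 SD above the plate norm, cut at about 30% in these data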; note: 0% is about no effect
Target sequence (P14416 whole entry, looked up): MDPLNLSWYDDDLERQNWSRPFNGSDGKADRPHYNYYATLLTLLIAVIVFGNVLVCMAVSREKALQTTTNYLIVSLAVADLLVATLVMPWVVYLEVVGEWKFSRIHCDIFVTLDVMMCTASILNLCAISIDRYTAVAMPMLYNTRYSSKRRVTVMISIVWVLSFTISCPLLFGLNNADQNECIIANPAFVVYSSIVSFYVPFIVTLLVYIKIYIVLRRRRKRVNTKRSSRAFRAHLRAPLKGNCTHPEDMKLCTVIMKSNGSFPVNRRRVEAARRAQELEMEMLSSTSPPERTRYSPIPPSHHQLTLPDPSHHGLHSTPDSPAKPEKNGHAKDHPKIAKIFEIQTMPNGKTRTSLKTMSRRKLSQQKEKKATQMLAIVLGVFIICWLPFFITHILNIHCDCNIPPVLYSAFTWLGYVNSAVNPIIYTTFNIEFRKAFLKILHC
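Primary screen. Calcium kinetics in induced HEK293 T-REx D2 cells: compound pre-addition 180 s, EC20 dopamine, 180 s more.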
D1 antag: blocks dopamine activation of the human D1 receptor | P21728 | HEK293 TREx D1 cells, calcium flux, dopamine EC80; active compounds read low | activity change, negative = inhibition, % at 10 µM | hit rate 3.2% among 360,000; in the data active = activity change below about -30%; note: % is set by controls: 0 for no effect and ±100 for the full control effect
Target sequence (P21728 whole entry, looked up): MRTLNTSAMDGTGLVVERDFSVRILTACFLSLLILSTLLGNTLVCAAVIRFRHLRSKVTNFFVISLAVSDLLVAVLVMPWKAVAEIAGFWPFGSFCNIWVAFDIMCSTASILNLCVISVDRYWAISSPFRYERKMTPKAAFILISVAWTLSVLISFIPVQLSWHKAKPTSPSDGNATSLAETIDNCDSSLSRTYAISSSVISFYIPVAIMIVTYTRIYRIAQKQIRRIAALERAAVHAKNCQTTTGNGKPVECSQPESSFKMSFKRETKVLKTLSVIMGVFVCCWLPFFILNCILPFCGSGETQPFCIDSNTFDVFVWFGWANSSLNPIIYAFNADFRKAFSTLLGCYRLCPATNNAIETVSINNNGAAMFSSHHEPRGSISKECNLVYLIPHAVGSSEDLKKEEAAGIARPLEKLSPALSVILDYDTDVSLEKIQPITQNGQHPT
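After overnight tetracycline induction at 30 C, force-coupled D1 HEK293 cells took up a no-wash calcium dye at room temperature. Compounds were added and monitored 180 s, and the response to EC80 dopamine was then recorded.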
TRHR enhancer: TRH receptor (human) allosteric enhancement | TRHR cells, fluo-8 calcium fluorescence, EC20 TRH enhancement | hit rate 0.66% among 360,000 | enhancement, % at 2 µM | P34981; in the data active = enhancement above about 30%; note: 0% is about no effect
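TRHR-expressing cells loaded with fluo-8 calcium dye were read kinetically (ex 480/em 530) during compound addition, then stimulated with an EC20 of TRH (10 nM final). Enhancement of the Gq-mediated intracellular calcium response was scored.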
D1 ag: agonists of human D1 dopamine receptor | HEK293 T-REx D1 cells, calcium flux, agonist mode | P21728 | hit rate 1% among 360,000 | activation, % at 2 µM | AID 504660; note: 0% is about no effect
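Tetracycline-induced HEK293 TREx D1 cells, force-coupled to calcium signalling, were dye-loaded with a no-wash calcium kit. Compound was pin-added after a 10 s baseline. Fluorescence was read kinetically at 1 cycle/s for 180 s, with calcium rises flagged as agonism.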
D2 antag: D2 dopamine receptor (human) antagonism; inhibition, % at 10 µM; HEK293 TREx D2 cells, calcium flux, dopamine EC80; P14416; hit rate 2% among 340,000; in the data active = inhibition above about 30%; note: 0% is about no effect
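Inhibition of EC80 dopamine-driven calcium flux, recorded kinetically, defines activity here; cells are a tetracycline-induced HEK293 T-REx line expressing force-coupled D2.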
D2 agonist: agonists of human D2 dopamine receptor; P14416; HEK293 T-REx D2 cells, calcium flux agonist mode; activation, % at 2 µM; hit rate 0.53% among 340,000;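 active = activation over 3 SD above normal in the single-dose calcium agonist read, cut at about 30% in these data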; note: 0% is about no effect
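Calcium-flux readout, 1 cycle/sec over 180 s following compound pin transfer, in inducible HEK293 Trex D2 cells (force-coupled); dopamine controls included. Positive calcium responses during this window marked compounds as potential agonists.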
TRHR agonist: TRH receptor (human) agonism; hit rate 0.18% among 360,000; activation, % at 2 µM; TRHR cells, calcium flux fluo-8, FDSS agonist mode; P34981; note: 0% is about no effect
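Fluo-8-loaded TRHR cells; 10 s baseline, compound added, kinetic Ca2+ fluorescence read 1/s, agonist mode.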
D1 PAM: human D1 dopamine receptor positive modulation | HEK293 TREx D1 cells, calcium flux, dopamine EC20 potentiation | potentiation, % at 10 µM | hit rate 0.036% among 360,000; in the data active = potentiation above about 30%; note: 0% is about no effect
An asterisk follows results filed as active. Cut-off read from the data, not from the text of the source, unless noted: active = activation above about 30%; inactive = the rest.

Results for COc1ccccc1OCC(=O)NCC1CCCCC1 ?
RXFP1 antag: 17.4; D2 PAM: 10.6; D1 antag: -18.8; TRHR enhancer: 1.2; D1 ag: 14.8; D2 antag: -9.9; D2 agonist: 0.6; TRHR agonist: 0.0; D1 PAM: -13.7

How did CC[C@@H]1Cc2cc(O)ccc2C2=C1c1ccc(O)cc1C[C@H]2CC do in these assays?
D2 PAM: -3.7; D1 antag: 39.4; TRHR enhancer: 10.0; D1 ag: -1.6; D2 antag: 1.5; D2 agonist: 0.8; TRHR agonist: -0.8; D1 PAM: 14.2

What do the screens show for `Cc1nc(NC(=O)c2ccco2)sc1C(=O)Nc1ccc(Br)cc1`?
RXFP1 antag: -2.7; D2 PAM: 5.9; D1 antag: -7.8; TRHR enhancer: -5.3; D1 ag: -0.5; D2 antag: 6.1; D2 agonist: 0.6; TRHR agonist: 0.1; D1 PAM: 4.8

How did NC(=O)c1noc(C(=O)N(CC(=O)NC2CCCC2)Cc2ccc3c(c2)OCO3)c1N do in these assays?
RXFP1 antag: -5.2; D2 PAM: -3.0; D1 antag: -10.6; TRHR enhancer: -10.9; D1 ag: 2.2; D2 antag: 36.7*; D2 agonist: 1.2; TRHR agonist: 0.1; D1 PAM: -1.1

How did CCN1C(=O)c2ccccc2S(=O)c2ccc(C(=O)NCCCN3CCCC3=O)cc21 (stereo not drawn) do in these assays?
RXFP1 antag: -4.2; D2 PAM: -23.7; D1 antag: 0.3; TRHR enhancer: -6.8; D1 ag: 0.6; D2 antag: -4.7; D2 agonist: 0.0; TRHR agonist: 0.1; D1 PAM: -1.4

Results for Cc1ccccc1NC(=O)COC(=O)C1(C)CC1(Cl)Cl (stereo not drawn) ?
RXFP1 antag: -8.3; D2 PAM: 0.2; D1 antag: 23.4; TRHR enhancer: 0.2; D1 ag: 2.3; D2 antag: -11.9; D2 agonist: -0.5; TRHR agonist: -1.2; D1 PAM: 2.0

What do the screens show for `COc1cc(OC)c(C(=O)N/N=C/c2ccoc2)cc1OC`?
RXFP1 antag: 11.5; D2 PAM: -12.7; D1 antag: -7.4; TRHR enhancer: 4.4; D1 ag: -0.6; D2 antag: -3.8; D2 agonist: -0.9; TRHR agonist: 0.2; D1 PAM: -1.2

Results for COc1ccc(-n2c(=O)c3ccccc3n(CC(=O)NCCc3ccc(OC)c(OC)c3)c2=O)cc1 ?
D2 PAM: 9.3; D1 antag: 4.8; TRHR enhancer: 18.2; D1 ag: -0.4; D2 agonist: -0.8; TRHR agonist: -0.4; D1 PAM: 1.2

What do the screens show for `CCN(Cc1nc(-c2ccc(OC)cc2)no1)C(=O)c1ccc2c(c1)OCO2`?
RXFP1 antag: 5.8; D2 PAM: -0.6; D1 antag: 9.7; TRHR enhancer: 3.0; D1 ag: 6.4; D2 antag: -4.9; D2 agonist: -2.7; TRHR agonist: 0.3

Results for CCOP(=O)(OCC)C(NCc1ccccc1)c1ccc(Br)cc1 (stereo not drawn) ?
RXFP1 antag: 0.8; D2 PAM: 7.1; D1 antag: 5.4; TRHR enhancer: 5.0; D1 ag: -0.3; D2 antag: -4.0; D2 agonist: -2.4; TRHR agonist: -0.7; D1 PAM: -3.3

What do the screens show for `Cc1cc(-c2n[nH]c(=S)n2/N=C/c2ccc(C)s2)n[nH]1`?
RXFP1 antag: 3.1; D2 PAM: 1.4; D1 antag: -9.8; TRHR enhancer: -5.1; D1 ag: 0.1; D2 antag: -8.6; D2 agonist: -0.1; TRHR agonist: -1.1; D1 PAM: -9.3

Results for Cc1ccc(C(=O)NCCC(C)C)cc1NC(=O)c1nsc2ccccc12 ?
RXFP1 antag: -12.0; D2 PAM: -0.5; D1 antag: -20.1; TRHR enhancer: -3.5; D1 ag: 1.8; TRHR agonist: -0.1; D1 PAM: -1.3

Results for O=C(N/N=C\c1ccc(Cl)cc1Cl)c1sccc1-n1cccc1 ?
RXFP1 antag: -22.4; D2 PAM: 3.1; D1 antag: 14.2; TRHR enhancer: -4.0; D1 ag: 5.1; D2 antag: -4.4; D2 agonist: 0.3; TRHR agonist: -0.7; D1 PAM: 1.4

Results for Fc1ccc(Br)cc1/C=N/N1CCN(c2ccccc2)CC1 ?
RXFP1 antag: -10.3; D2 PAM: 10.4; D1 antag: -1.2; TRHR enhancer: -1.5; D1 ag: -0.7; D2 antag: -7.7; D2 agonist: 0.2; TRHR agonist: 0.2; D1 PAM: -7.8

Results for C=CCn1c(O)c(N=NC(=O)c2ccccc2NS(=O)(=O)c2cccs2)c2ccccc21 ?
RXFP1 antag: 4.9; D2 PAM: 4.9; D1 antag: 13.6; TRHR enhancer: -4.3; D1 ag: -0.1; D2 antag: -12.5; D2 agonist: -0.1; TRHR agonist: -0.8; D1 PAM: 10.9

Results for Cc1nc2sccn2c(=O)c1S(=O)(=O)NCc1ccc(F)cc1 ?
RXFP1 antag: -5.0; D2 PAM: 1.2; D1 antag: -9.2; TRHR enhancer: -1.5; D1 ag: 2.8; D2 agonist: -0.4; TRHR agonist: 0.8; D1 PAM: 0.8

What do the screens show for `COc1ccc(C(=O)Nc2ccc(S(=O)(=O)Nc3nccc(C)n3)cc2)cc1OC`?
RXFP1 antag: -13.6; D2 PAM: 7.9; D1 antag: 8.4; TRHR enhancer: 0.5; D1 ag: 1.6; D2 antag: -5.1; D2 agonist: -0.4; TRHR agonist: -0.9; D1 PAM: -1.6

How did COc1cccc(NC(=S)NCc2ccccn2)c1 do in these assays?
RXFP1 antag: -1.5; D2 PAM: 8.1; D1 antag: -10.5; TRHR enhancer: 12.0; D1 ag: 7.6; D2 antag: 5.2; D2 agonist: 0.4; TRHR agonist: 0.8; D1 PAM: -2.0

What do the screens show for `CCN=C(NCC)SC1CC(=O)N(c2ccc(F)cc2)C1=O` (stereo not drawn)?
RXFP1 antag: 10.6; D2 PAM: -4.4; D1 antag: -5.8; TRHR enhancer: -6.0; D1 ag: 3.7; D2 antag: -6.2; D2 agonist: 0.3; TRHR agonist: 0.1; D1 PAM: -4.8

How did Cc1cc(C)n2nc(SCC(=O)NCc3ccco3)nc2n1 do in these assays?
RXFP1 antag: 0.2; D2 PAM: -0.5; D1 antag: 15.0; TRHR enhancer: 0.3; D1 ag: 1.1; D2 antag: -6.5; D2 agonist: 0.0; TRHR agonist: 0.1; D1 PAM: -1.6

Results for C=CCCC(=O)Nc1nc(C)c(-c2csc(Nc3cc(OC)ccc3OC)n2)s1 ?
D2 PAM: 2.2; D1 antag: -13.8; TRHR enhancer: 3.4; D1 ag: 3.7; D2 antag: 0.0; D2 agonist: 2.0; TRHR agonist: 1.2; D1 PAM: -7.7

What do the screens show for `COc1cc(C(=O)Nc2scc(-c3ccc(Br)cc3)c2C(=O)O)cc(OC)c1OC`?
RXFP1 antag: 4.8; D2 PAM: 4.8; D1 antag: -7.0; TRHR enhancer: -2.9; D1 ag: 4.8; D2 antag: -7.0; D2 agonist: -0.5; TRHR agonist: -0.7; D1 PAM: -15.7

What do the screens show for `Cc1cc(OCC(=O)N2CCc3ccccc3C2)c(C)cc1Br`?
RXFP1 antag: -16.2; D2 PAM: -2.1; D1 antag: -2.7; TRHR enhancer: -3.7; D1 ag: 16.2; D2 antag: 16.1; D2 agonist: -0.2; TRHR agonist: 1.8; D1 PAM: -4.7

How did CS(=O)(=O)Cc1ccc(C(=O)N2CCCC2c2cccs2)cc1 (stereo not drawn) do in these assays?
RXFP1 antag: -4.7; D2 PAM: -11.7; D1 antag: -5.5; TRHR enhancer: 6.3; D1 ag: 3.4; D2 antag: -10.8; D2 agonist: -3.0; TRHR agonist: -1.4; D1 PAM: 10.7

Arranged by molar mass (descending): some entries from above.
Results for C=CCn1c(O)c(N=NC(=O)c2ccccc2NS(=O)(=O)c2cccs2)c2ccccc21 ?
RXFP1 antag: 4.9; D2 PAM: 4.9; D1 antag: 13.6; TRHR enhancer: -4.3; D1 ag: -0.1; D2 antag: -12.5; D2 agonist: -0.1; TRHR agonist: -0.8; D1 PAM: 10.9

Results for CCOP(=O)(OCC)C(NCc1ccccc1)c1ccc(Br)cc1 (stereo not drawn) ?
RXFP1 antag: 0.8; D2 PAM: 7.1; D1 antag: 5.4; TRHR enhancer: 5.0; D1 ag: -0.3; D2 antag: -4.0; D2 agonist: -2.4; TRHR agonist: -0.7; D1 PAM: -3.3

What do the screens show for `Cc1cc(-c2n[nH]c(=S)n2/N=C/c2ccc(C)s2)n[nH]1`?
RXFP1 antag: 3.1; D2 PAM: 1.4; D1 antag: -9.8; TRHR enhancer: -5.1; D1 ag: 0.1; D2 antag: -8.6; D2 agonist: -0.1; TRHR agonist: -1.1; D1 PAM: -9.3

(further entries)
What do the screens show for `Cc1ccc(NC(=O)CNC(=O)CC23CC4CC(CC(C4)C2)C3)c(O)c1`?
RXFP1 antag: -12.0; D2 PAM: 0.0; D1 antag: -0.6; TRHR enhancer: -5.4; D1 ag: 7.7; D2 antag: -8.1; D2 agonist: -1.1; TRHR agonist: 0.2; D1 PAM: 0.3

How did CC(C)(C)OC(=O)N1CCC(NC(=O)c2nc[nH]c2C(=O)N2CCc3ccccc3C2)CC1 do in these assays?
TRHR enhancer: -0.4; D1 ag: -3.4; TRHR agonist: -0.2; D1 PAM: 1.9

Results for O=C(c1cccc(F)c1)N1CCN(C(=O)c2cc(-c3ccc(Cl)cc3Cl)on2)CC1 ?
RXFP1 antag: -22.8; D2 PAM: -3.6; D1 antag: 3.5; TRHR enhancer: -2.4; D1 ag: -0.1; D2 antag: -22.2; D2 agonist: 0.5; TRHR agonist: -0.6; D1 PAM: -4.0

What do the screens show for `O=Cc1ccc(OCC(=O)NC(=O)NC2CCCCC2)cc1`?
RXFP1 antag: -7.5; D2 PAM: -8.3; D1 antag: -6.7; TRHR enhancer: 1.9; D1 ag: 5.6; D2 antag: -4.3; D2 agonist: -0.5; TRHR agonist: 0.1; D1 PAM: -2.6

What do the screens show for `COc1ccc(C(=O)c2c(C)c3ccccc3n2CC(O)CNC(C)C)cc1` (stereo not drawn)?
RXFP1 antag: -14.8; D2 PAM: 4.0; D1 antag: -20.5; TRHR enhancer: 12.8; D1 ag: 59.7*; D2 antag: 2.7; D2 agonist: 8.4; TRHR agonist: 2.6; D1 PAM: 0.1

How did Cc1ccc(C(=O)COc2ccccc2-c2ccccc2)cc1 do in these assays?
RXFP1 antag: -11.5; D1 antag: -14.2; TRHR enhancer: -4.2; D1 ag: 15.4; TRHR agonist: 1.0; D1 PAM: 0.1

Results for Cc1oc(-c2ccc(Cl)cc2)nc1CN1CCCC(C(=O)NCCc2ccc(Cl)cc2)C1 (stereo not drawn) ?
D2 PAM: -9.8; D1 antag: -12.1; TRHR enhancer: 1.8; D1 ag: 6.9; D2 agonist: 0.6; TRHR agonist: 0.1; D1 PAM: -3.4

How did CC(=O)c1cccc(NC(=O)Cn2cnc(S(=O)(=O)N3CCC(C)CC3)c2)c1 do in these assays?
RXFP1 antag: 2.4; D2 PAM: 15.7; D1 antag: -4.5; TRHR enhancer: 1.5; D1 ag: 3.0; D2 antag: -16.7; D2 agonist: 0.8; TRHR agonist: -0.6; D1 PAM: -0.1

Results for COc1ccc(CN2CCCN(CC(=O)Nc3cc(C)ccc3C)S2(=O)=O)cc1 ?
RXFP1 antag: -11.5; D2 PAM: -9.6; D1 antag: -3.9; TRHR enhancer: -2.1; D1 ag: 7.6; D2 agonist: 0.0; TRHR agonist: -0.2; D1 PAM: -5.0

How did CCOC(=O)N1CCN(c2ccc(C(=O)c3ccccc3)cc2F)CC1 do in these assays?
RXFP1 antag: -4.5; D2 PAM: 11.1; D1 antag: -41.7*; TRHR enhancer: -5.9; D1 ag: 10.6; D2 antag: 15.4; D2 agonist: 2.0; TRHR agonist: 1.4; D1 PAM: -11.4
